STAT1 inh: STAT1 signaling inhibitors, primary screen, cell-based, HTS, luciferase reporter. hit rate 0.35% among 200,000. inhibition, % at 5.5 µM. AID 920, 2007. NIH 3T3 STAT1-luciferase reporter, IFN-gamma, luminescence;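 active = inhibition above a set limit, the mean inhibition across all tested compounds plus 3 SD, cut at about 34% in these data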;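 also: 0% = IFN-gamma with DMSO and 100% = IFN-gamma with 300 µM nifuroxazide; values of inactives mirror those of a sister screen read the other way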
STAT3 activator: IL-6 driven STAT3 reporter potentiators, primary screen, U3A cells, luciferase, luminescence, MLSCN library; hit rate 0.91% among 190,000; AID 871, 2007; activation (% of control), % at 5.6 µM; IL-6 STAT3-luciferase reporter; 100% = signal with IL-6 EC80 alone;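 active = activation above the screen-wide mean of compound activation plus 3 SD, cut at about 130% in these data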;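 also: 0% = background luminescence of wells with medium and substrate only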
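Material: human U3A cells carrying STAT3-luciferase construct. Measured by: reporter luminescence signal. Timing: compound 1 h, then IL-6 6 h at 37 °C.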
FLuc inhib CS: firefly luciferase enzyme inhibitors, primary screen, artefact control for luciferase-based inhibitor screens, biochemical, luminescence, ATPLite. hit rate 1.5% among 200,000. inhibition, % at 10 µM. 10 min. Luciferin 4-monooxygenase (Photinus pyralis), P08659;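 active = inhibition above about 50% when tested at 10 µM, limit read from the data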
Target sequence (P08659 whole entry, looked up): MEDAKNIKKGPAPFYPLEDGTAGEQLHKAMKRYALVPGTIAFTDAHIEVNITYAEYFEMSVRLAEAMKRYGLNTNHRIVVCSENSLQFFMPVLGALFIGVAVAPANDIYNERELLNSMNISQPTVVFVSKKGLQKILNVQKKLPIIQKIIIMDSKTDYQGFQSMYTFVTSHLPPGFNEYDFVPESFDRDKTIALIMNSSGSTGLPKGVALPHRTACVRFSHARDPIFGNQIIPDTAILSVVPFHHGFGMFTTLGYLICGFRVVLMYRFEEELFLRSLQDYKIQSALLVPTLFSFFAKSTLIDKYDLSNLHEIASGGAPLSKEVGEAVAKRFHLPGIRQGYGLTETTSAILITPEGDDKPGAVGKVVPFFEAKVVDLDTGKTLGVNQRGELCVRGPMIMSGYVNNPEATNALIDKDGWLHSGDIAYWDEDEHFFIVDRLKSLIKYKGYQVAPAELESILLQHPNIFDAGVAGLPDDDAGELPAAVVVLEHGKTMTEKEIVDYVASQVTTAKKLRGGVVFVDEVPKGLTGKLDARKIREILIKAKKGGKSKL
APP 5'UTR act: activators of APP 5'UTR luciferase reporter, primary screen, SH-SY5Y cells. SH-SY5Y APP 5'UTR luciferase reporter, luminescence; zero percent = DMSO vehicle wells. activation, % at 2 µM. hit rate 1% among 190,000;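 active = activation above a set limit, based on mean plus 3 SD of controls, cut at about 140% in these data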; also: values of inactives mirror those of a sister screen read the other way
NF-kB neuron act: activators of NF-kB expression in neurons, primary screen, cell-based, HTS | human neuronal cells, NF-kB reporter expression; active compounds read high | fold change at 12.5 µM | hit rate 1.6% among 190,000 | AID 1239, 2008; in the data active = fold change above about 3.3
STAT3 inh: IL-6 driven STAT3 reporter inhibitors, primary screen, U3A cells, luciferase, luminescence, MLSCN library | IL-6 STAT3-luciferase reporter; host cell line lacks STAT1 | inhibition, % at 5.5 µM | hit rate 0.89% among 190,000;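 active = inhibition above the mean inhibition across all screened compounds plus 3 SD, cut at about 44% in these data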;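 also: 0% = DMSO only wells and 100% = 100 µM nifuroxazide control wells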
STAT1 activator: STAT1 signaling activators, primary screen, cell-based, HTS, luciferase reporter. NIH 3T3 STAT1-luciferase reporter, IFN-gamma, luminescence; 100% = IFN-gamma alone, no compound. activation (% of control), % at 5.5 µM. hit rate 2.6% among 200,000. AID 932, 2007;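 active = activation above the screen-wide mean activation plus 3 SD, cut at about 130% in these data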;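 also: raw ratio to IFN-gamma control signal so 100% means no change and 0% no light; values of inactives mirror those of a sister screen read the other way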
Hsp70 act: Hsp70 transcriptional activators, primary screen, cell-based, HeLa, Hsp70 promoter luciferase, luminescence, 10 µM | HeLa Hsp70 promoter luciferase reporter; scaled: vehicle 0, proteasome-inhibitor control 100% | activation, % at 10 µM | hit rate 0.04% among 200,000;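 active = activation above the mean across all tested compounds plus 3 SD, cutoff set per campaign, cut at about 5.5% in these data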;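 also: 100% = MG132 at 30 µM as the positive control and 0% = DMSO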
APP 5UTR inh: inhibitors of APP translation via 5'UTR reporter, primary screen, APP 5'UTR luciferase, SH-SY5Y cells; SH-SY5Y APP 5'UTR-luciferase reporter, luminescence; inhibition, % at 2 µM; hit rate 0.82% among 190,000;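 active = inhibition above a set limit, derived from the sample mean plus 3 SD, cut at about 45% in these data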; also: values of inactives mirror those of a sister screen read the other way
RAM inhibit: inhibitors of the yeast RAM network, primary screen, dse1pr::URA3 reporter, 5-FOA selection; S. cerevisiae dse1pr::URA3 reporter, 5-FOA growth OD615, 2 d; analog-sensitive cbk1-as2 kinase mutant strain; inhibition, % at 50 µM; hit rate 1.8% among 190,000; AID 868, 2007;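 active = inhibition above a set limit, 3 SD over mean compound inhibition, cut at about 8.4% in these data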;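 also: 0% = DMSO-only wells with no growth and 100% = 10 µM 1-NA-PP1 full growth; inhibition rescues growth on 5-FOA so higher OD means more RAM inhibition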
An asterisk follows results filed as active; x = no result given.

The line under a structure holds: APP 5UTR inh | RAM inhibit | STAT1 activator | NF-kB neuron act | STAT1 inh | STAT3 activator | APP 5'UTR act | FLuc inhib CS | STAT3 inh | Hsp70 act
> COc1ccc(C(=O)/C=C/Nc2ccc([N+](=O)[O-])cc2C)c(OC)c1
    -3 | -0.8 | 102 | 1.2 | -2 | 82 | 3 | 24 | 26 | -0.1
> CCN1c2ccccc2-c2nc3ccccc3n2C1c1cccs1 (configuration not stated)
    -16 | 1.6 | 94 | 0.88 | 7 | 92 | 16 | 1 | 8 | 0.1
> CN(Cc1ccccc1)C(=O)COC(=O)c1cc(-c2ccc(Cl)s2)nc2ccccc12
    -4 | 7.7 | 98 | 1.1 | 2 | 80 | 4 | -8 | 24 | -0.4
> Cc1ccc(C(=O)CSc2ncn[nH]2)cc1
    -10 | 1.8 | 110 | 1.7 | -11 | 99 | 10 | 1 | 4 | -0.4
> Cc1c(Cl)cccc1NC(CC(=O)c1ccccc1)C(=O)OCC(=O)c1cccs1 (configuration not stated)
    -9 | 3.4 | 98 | 1 | 2 | 121 | 9 | -1 | -23 | -0.2
> Cc1cc(C)nc(Nc2ccc(N3CCCC3)cc2)n1
    -16 | 2.2 | 102 | 1 | -3 | 80 | 16 | 12 | 28 | -0.3
> C#CCNC(=O)C1=C[C@H](c2csc3ccccc23)[C@@H](CCCO)[C@H](OCC)O1
    0 | 2.2 | 94 | 1.3 | 8 | x | 0 | -5 | x | 0.1
> c1ccc(-n2nc3ccccc3n2)cc1
    14 | 0.9 | 114 | 1.1 | -13 | 95 | -14 | 10 | 9 | -0.2
> COC(=O)C1=C(C)N(C)C(C)=C(C(=O)OC)C1c1ccsc1
    1 | -0.6 | 95 | 1.2 | 6 | 85 | -1 | -7 | 22 | 0.0
> CCOc1ccc(/C=C/C(=O)Nc2cccc(C(C)=O)c2)cc1
    -25 | 9.7* | 136* | 1.5 | -40 | 95 | 25 | 64* | 9 | 0.2
> COc1ccc(/C=N/NC(=O)c2ccc(N(C)S(=O)(=O)c3ccccc3)cc2)cc1OC
    -10 | 0.1 | 102 | 0.89 | -2 | 108 | 10 | -3 | -7 | -0.2
> COc1ccc(CN(C)Cc2cc(=O)n3ccsc3n2)c(OC)c1OC
    5 | 0.0 | 102 | 1.1 | -3 | 96 | -5 | -5 | 7 | -0.3
> Cc1cc2oc(=O)cc(Cn3ncc(Cl)c(Cl)c3=O)c2cc1Cl
    88* | 3.1 | 92 | x | 7 | 105 | -88 | -9 | -1 | 0.1
> Cc1c(C(=O)NCc2ccoc2)oc2ccc3c(c12)C(=O)CC(C)(C)O3
    -120 | -0.8 | 146* | 3.9* | -49 | 106 | 120 | 46 | -1 | 0.4
> CNC(=O)COC(=O)c1cc(-c2ccccc2)nn1-c1ccccc1
    9 | 7.0 | 97 | 0.97 | 2 | 101 | -9 | -8 | 0 | -0.2
> CC(C)CC(=O)c1c[nH]c(C(=O)NCC2CCCO2)c1 (configuration not stated)
    -8 | -0.7 | 100 | 1.1 | 0 | 103 | 8 | -4 | 4 | -0.5
> CCOC(=O)Nc1sc(C(=O)N(CC)CC)c(C)c1C(=O)OCC
    27 | 0.7 | 90 | 0.88 | 7 | 104 | x | -8 | -1 | -0.5
> CCc1ccccc1N1CC23C=CC(O2)C(C(=O)OC)C3C1=O (configuration not stated)
    x | 1.3 | 99 | 0.89 | 1 | 96 | x | -4 | 14 | 0.2
> CC(C)=CC(=O)OCC(=O)Nc1cc(C)cc(C)c1
    -11 | 2.3 | 93 | 1.1 | 8 | 104 | 11 | 0 | 5 | 0.2
> c1nnc(NC2=NCCC2)s1
    4 | 0.2 | 98 | 1.2 | 2 | 102 | -4 | 0 | 4 | 0.1

Arranged by length of the SMILES (descending): 9 of the compounds above.
The line under a structure holds: APP 5UTR inh | RAM inhibit | STAT1 activator | NF-kB neuron act | STAT1 inh | STAT3 activator | APP 5'UTR act | FLuc inhib CS | STAT3 inh | Hsp70 act
> C#CCNC(=O)C1=C[C@H](c2csc3ccccc23)[C@@H](CCCO)[C@H](OCC)O1
    0 | 2.2 | 94 | 1.3 | 8 | x | 0 | -5 | x | 0.1
> CN(Cc1ccccc1)C(=O)COC(=O)c1cc(-c2ccc(Cl)s2)nc2ccccc12
    -4 | 7.7 | 98 | 1.1 | 2 | 80 | 4 | -8 | 24 | -0.4
> COc1ccc(C(=O)/C=C/Nc2ccc([N+](=O)[O-])cc2C)c(OC)c1
    -3 | -0.8 | 102 | 1.2 | -2 | 82 | 3 | 24 | 26 | -0.1
> Cc1c(C(=O)NCc2ccoc2)oc2ccc3c(c12)C(=O)CC(C)(C)O3
    -120 | -0.8 | 146* | 3.9* | -49 | 106 | 120 | 46 | -1 | 0.4
> COc1ccc(CN(C)Cc2cc(=O)n3ccsc3n2)c(OC)c1OC
    5 | 0.0 | 102 | 1.1 | -3 | 96 | -5 | -5 | 7 | -0.3
> CCc1ccccc1N1CC23C=CC(O2)C(C(=O)OC)C3C1=O (configuration not stated)
    x | 1.3 | 99 | 0.89 | 1 | 96 | x | -4 | 14 | 0.2
> CC(C)CC(=O)c1c[nH]c(C(=O)NCC2CCCO2)c1 (configuration not stated)
    -8 | -0.7 | 100 | 1.1 | 0 | 103 | 8 | -4 | 4 | -0.5
> Cc1cc(C)nc(Nc2ccc(N3CCCC3)cc2)n1
    -16 | 2.2 | 102 | 1 | -3 | 80 | 16 | 12 | 28 | -0.3
> c1ccc(-n2nc3ccccc3n2)cc1
    14 | 0.9 | 114 | 1.1 | -13 | 95 | -14 | 10 | 9 | -0.2

Additional records follow.
The line under a structure holds: APP 5UTR inh | RAM inhibit | STAT1 activator | NF-kB neuron act | STAT1 inh | STAT3 activator | APP 5'UTR act | FLuc inhib CS | STAT3 inh | Hsp70 act
> COC(=O)Nc1ccc(S(=O)(=O)N2CCCCC2)cc1
    9 | 0.1 | 94 | 0.83 | 6 | 101 | -9 | 0 | 6 | -0.3
> Cc1sc2ncnc(Sc3nnnn3-c3ccc(Cl)cc3)c2c1C
    -9 | 4.7 | 92 | 2.1 | 9 | 93 | 9 | -11 | 13 | 0.0
> CN(C)c1ccc(/C=[N+](\[O-])C2N(c3ccccc3)C(=S)SC2(C)C)cc1 (configuration not stated)
    -9 | 3.7 | 91 | 1.1 | 10 | 106 | 9 | -6 | -7 | -0.5
> CS(=O)(=O)Nc1ccc(C(=O)Nc2ccc3c(c2)OCO3)cc1
    -9 | 1.6 | 128 | 1.6 | -28 | 106 | 9 | 17 | -2 | -0.2
> CCC(C)NC(=O)CSc1nnc(-c2ccncc2)n1-c1ccc(OC)cc1 (configuration not stated)
    -3 | 0.5 | 100 | 1.2 | 0 | 103 | 3 | -3 | -1 | 0.1
> CSc1nc(C)c2c(n1)N(c1ccc(C(F)(F)F)cc1)CC2
    6 | 3.9 | 103 | 1.1 | -3 | 94 | -6 | -5 | 17 | -0.2
> O=C(COc1ccccc1-c1ccccc1)NCc1cccc(Cl)c1
    -31 | 2.0 | 97 | 1 | 3 | 96 | 31 | -8 | 0 | -0.4
> CC(=O)n1nc(-c2ccco2)nc1SCc1ccccc1
    4 | -0.3 | 106 | 1.5 | -7 | 97 | -5 | 22 | 8 | 0.1
> COCCCNC(=O)CN(c1cc(Cl)ccc1OC)S(=O)(=O)c1ccc(C)c([N+](=O)[O-])c1
    18 | 3.6 | 94 | 0.9 | 4 | 105 | -18 | -4 | -3 | -0.4
> CC(=O)OCC1OC(Nc2cccc(C)c2)C(OC(C)=O)C(OC(C)=O)C1OC(C)=O (configuration not stated)
    -6 | 1.2 | 110 | 1.1 | -11 | 102 | 6 | -5 | -4 | 0.0
> CCN(CC)S(=O)(=O)c1ccc(Cl)c(C(=O)N2CCc3ccccc32)c1
    -4 | 3.9 | 99 | 0.72 | 1 | 93 | 4 | -10 | 13 | -0.1
> COc1cc(CCC(=O)OCC(=O)Nc2cccc(S(N)(=O)=O)c2)cc(OC)c1OC
    18 | -0.3 | 100 | 0.93 | 0 | 102 | -18 | -7 | -2 | -0.1
> CCOC(=O)N1CCN(C(=O)CCC2CCCC2)CC1
    -24 | -1.1 | 107 | 0.95 | -11 | 97 | 24 | -4 | 8 | -0.3
> COCCn1c(C)cc2c(c1=O)C(c1ccco1)C(C#N)=C(N)O2 (configuration not stated)
    -8 | -0.4 | 104 | 0.83 | -5 | 100 | 8 | -8 | 4 | 0.0
> CCOc1ccc2oc(C(=O)NC3CCN(Cc4ccccc4)CC3)c(C)c2c1
    4 | 0.5 | 104 | 0.95 | -4 | 92 | -4 | -11 | 14 | -0.4
> Cc1nn(-c2ccccc2)c(C)c1[N+](=O)[O-]
    -4 | 0.6 | 104 | 0.89 | -4 | 109 | 4 | -5 | -5 | -0.2
> Cc1cccn2c(CNCCCn3ncc4ccccc43)c(C(=O)N3CCCCC3)nc12
    -9 | 0.4 | 91 | 0.98 | 10 | 93 | 9 | -3 | 14 | -0.3
> CC(OC(=O)C1CC(O)CN1S(=O)(=O)c1ccccc1[N+](=O)[O-])C(=O)N1CCCCC1 (configuration not stated)
    2 | 2.2 | 99 | 1.2 | 1 | 100 | -2 | -2 | 2 | -0.3
> c1ccc(Oc2cc(-c3ccccc3)ncn2)cc1
    -32 | 0.7 | 128 | 2 | -32 | 108 | 32 | 6 | -8 | 0.2
> Cc1cc(C)n(CCSCC(=O)O)n1
    -18 | 0.5 | 92 | 0.92 | 8 | 99 | 18 | -5 | 1 | -0.1

New compounds follow
The line under a structure holds: APP 5UTR inh | RAM inhibit | STAT1 activator | NF-kB neuron act | STAT1 inh | STAT3 activator | APP 5'UTR act | FLuc inhib CS | STAT3 inh | Hsp70 act
> CCOC(=O)c1cc2sc(C)cc2n1CC(=O)N1CCN(C(=O)c2ccco2)CC1
    -5 | -0.1 | 103 | 0.94 | -4 | 98 | 5 | -10 | 11 | -0.2
> CC1=C(C(=O)Nc2ccc(C)cc2C)C(c2ccc(C)o2)NC(=S)N1 (configuration not stated)
    19 | 4.9 | 98 | 1 | 2 | 101 | -19 | -9 | -3 | -0.5
> CC(C)c1ccccc1NC(=S)NC1CCCCC1
    12 | 0.1 | 94 | 1.3 | 5 | 100 | -12 | -6 | 4 | -0.1
> O=c1cc(NCc2ccccc2)nc2n1CCCS2
    -21 | 0.4 | 99 | 0.92 | 1 | 105 | 21 | -5 | -2 | 0.1
> Cc1ccc(NC(=O)c2cccc(Cl)c2)nc1
    -10 | 0.2 | 113 | 1.6 | -15 | 104 | 10 | 6 | 2 | -0.1
> COc1ccc(-c2[nH]ncc2CN(C)CCN2CCOCC2)cc1F
    -6 | 0.6 | 92 | 1.3 | 8 | 100 | 6 | -3 | 11 | -0.1

Assay outcomes deposited in PubChem BioAssay by several laboratories.
